# Assay outcomes from PubChem.
# L3MBTL1 block = inhibitors of human L3MBTL1; Potency, µM (titrated, usually from 57.1 µM), inactives show at the top dose activity, negative = inhibition, actives largely listed as inhibitors; Q9Y468; AID 485360; AlphaScreen L3MBTL1–H3K9me1 peptide binding; 230,000 compounds, 0.66% hits; active = well fitted inhibition curve with a large enough effect; inconclusive = small, poorly fitted or top-dose-only effect; inactive = no such curve, though single readings can be large or run the other way; note: nearly all actives have a fitted effect of over 60% in size
# Target sequence (Q9Y468 whole entry, looked up): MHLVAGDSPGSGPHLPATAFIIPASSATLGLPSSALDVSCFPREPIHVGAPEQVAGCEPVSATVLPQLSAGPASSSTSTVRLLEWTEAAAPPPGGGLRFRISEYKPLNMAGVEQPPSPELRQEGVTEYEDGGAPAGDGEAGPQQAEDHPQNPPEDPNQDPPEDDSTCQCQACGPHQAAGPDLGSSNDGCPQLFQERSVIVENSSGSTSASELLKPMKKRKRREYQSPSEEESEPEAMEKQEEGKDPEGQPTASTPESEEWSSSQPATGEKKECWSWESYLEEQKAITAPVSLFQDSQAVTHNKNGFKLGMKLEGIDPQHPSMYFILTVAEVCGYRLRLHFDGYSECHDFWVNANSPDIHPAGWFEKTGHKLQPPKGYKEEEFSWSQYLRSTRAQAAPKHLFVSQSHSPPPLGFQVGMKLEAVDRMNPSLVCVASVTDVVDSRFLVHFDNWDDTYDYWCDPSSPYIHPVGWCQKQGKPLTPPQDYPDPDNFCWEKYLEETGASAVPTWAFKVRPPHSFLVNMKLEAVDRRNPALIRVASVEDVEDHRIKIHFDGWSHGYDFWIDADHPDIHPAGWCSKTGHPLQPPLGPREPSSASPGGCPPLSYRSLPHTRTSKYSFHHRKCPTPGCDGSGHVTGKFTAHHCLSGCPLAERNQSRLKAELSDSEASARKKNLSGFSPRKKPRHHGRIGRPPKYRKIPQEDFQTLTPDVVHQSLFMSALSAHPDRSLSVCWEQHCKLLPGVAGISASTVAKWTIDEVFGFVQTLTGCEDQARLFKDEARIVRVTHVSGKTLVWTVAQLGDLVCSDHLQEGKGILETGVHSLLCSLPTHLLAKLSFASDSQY
#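 L3MBTL1 50 nM + b-AHA-H3(1-15)K9me1 75 nM, 30 min RT; compound added, 30 min RT; streptavidin donor/Ni-chelate acceptor beads 10 ug/mL each final, 30 min RT dark; AlphaScreen read.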
# Active calls of the source: *; ? = inconclusive; [ ] = another dose, or the depositor's remark. % is set by controls: 0 for no effect and ±100 for the full control effect; potency is the fitted concentration of half-maximal effect. The list is partial; count on the stated rates, not on these rows.
SMILES,L3MBTL1 block
O=C(COC(=O)C12CC3CC(CC(O)(C3)C1)C2)Nc1cccc(Br)c1,7%
CCC(COC(=O)c1ccccc1)Oc1cc(NCc2ccccc2)c2ncn(C(C)C)c2c1 (configuration not stated),?
CC(=O)C[C@@H](O)CC(=O)[C@@H]1OC(=O)[C@H](C)C/C=C\Cc2ccccc21,-4%
O=C(O)[C@H]1CCCN1S(=O)(=O)c1cccc2cccnc12,2%
Cc1onc(-c2ccccc2)c1-c1nnc(CN2CCN(S(=O)(=O)c3ccccc3)CC2)o1,4%
CC(=O)Oc1ccc(/C(C)=N\N2CCN(Cc3ccc(Cl)cc3)CC2)cc1,-4%
CC(C)CN(C(=O)COC(=O)C1CC1)c1c(N)n(Cc2ccccc2)c(=O)[nH]c1=O,12%
O=C(CCNC(=O)c1ccc(Br)cc1)Nc1cccc(S(=O)(=O)N2CCCCCC2)c1,-4%
CCc1ccc(C(=O)CSc2nc(N)cc(=O)[nH]2)cc1,3%
COCc1cc(C)nc2sc(C(=O)Nc3ccccc3F)c(N)c12,30%[activator]

# Pulled by structure from above (four):
SMILES,L3MBTL1 block
CCc1ccc(C(=O)CSc2nc(N)cc(=O)[nH]2)cc1,3%
O=C(CCNC(=O)c1ccc(Br)cc1)Nc1cccc(S(=O)(=O)N2CCCCCC2)c1,-4%
COCc1cc(C)nc2sc(C(=O)Nc3ccccc3F)c(N)c12,30%[activator]
CCC(COC(=O)c1ccccc1)Oc1cc(NCc2ccccc2)c2ncn(C(C)C)c2c1 (configuration not stated),?

# (listing goes on)
SMILES,L3MBTL1 block
C=CC[C@H](CC(=O)NCCO)C(=O)NCCOC(=O)[C@@H](CC=C)Cc1ccc(F)cc1,5%
O=C(Nc1nnc(-c2ccc(F)cc2)s1)c1c(F)cccc1Cl,7%
COc1ccc(C2=NCCn3nc4cc(C(F)(F)F)ccc4c32)cc1,5%
Cc1cccc(NC(=O)CNC(=O)COC(=O)c2ccco2)c1C,-11%
O=C(C[C@@H]1C/C=C\C[C@@H](NC(=O)OCC2c3ccccc3-c3ccccc32)C(=O)OCCNC1=O)N[C@@H](CO)Cc1ccccc1,-1%
CC(=O)c1ccc(N2CCN(CC(=O)NC(=O)NCc3ccccc3)CC2)cc1,4%
CN1C(=O)CSC1=Nc1cccc(Cl)c1,-4%
CCN1C(=NCCc2ccc([N+](=O)[O-])cc2)N[C@@H](c2ccccc2)[C@H](C(=O)OC)[C@H]1C,9%
COC(=O)c1cc(Br)ccc1N(Cc1cc(OC)cc(OC)c1)S(C)(=O)=O,8%
CCOC(=O)c1ccc(NC(=O)C2CC(O)CN2S(=O)(=O)c2ccc(C)cc2)cc1 (configuration not stated),-1%
CC(=O)Nc1ccc(NC(=O)C(C)OC(=O)CCc2c[nH]c3ccccc23)cc1 (configuration not stated),-5%
Cc1ccccc1CC(=O)NC1CCCCCC1,14%
CCCN(C(=O)COC(=O)CNC(=O)c1ccc2ccccc2c1)c1c(N)n(Cc2ccccc2)c(=O)[nH]c1=O,-4%
CC(C)=CC(=O)O[C@@H]1Cc2c(ccc3ccc(=O)oc23)OC1(C)C,9%
CC1CN(C(=O)CCC(=O)NCc2ccccc2)c2ccccc2S1 (configuration not stated),4%
CC(C)CN(C(=O)c1ccc(S(=O)(=O)N2CCCCC2)cc1)C1CCS(=O)(=O)C1 (configuration not stated),-9%
CCc1ccc(N2CC(C(=O)Nc3cccc(S(=O)(=O)N4CCCC4)c3)CC2=O)cc1 (configuration not stated),-6%
COCC(=O)N1CCC(Oc2ccc(C(=O)N(C)C3CCCCC3)cc2)CC1,-2%
COc1cccc(NC(=O)CN(C)C(=O)c2csc3c2CCCC3)c1,3%
O=C(O)C1CCCCC1C(=O)NC1C2CC3CC(C2)CC1C3 (configuration not stated),7%
C[C@@H]1COC(=O)[C@H](Cc2ccc(F)cc2)CC/C=C\C[C@@H](CC(=O)NCCO)C(=O)N1,9%
CCN(CC(=O)NCc1cccs1)CC(=O)Nc1ccccc1C,4%
CC(C)Cc1nnc(NC(=O)C2=COCCO2)s1,3%
COc1ccc(CCNc2nc(C)nc3c2nnn3Cc2ccccc2)cc1,3%
CC(=NNC(=O)CSc1nc2ccccc2o1)c1ccco1,1%
COc1ccc([C@H]2CC(=O)C=C(c3ccc(Cl)c(Cl)c3)C2)cc1,1%
COc1ccc(NC(=O)CN(C)C(=O)c2cc(-c3ccc(OC)cc3)nc3ccccc23)cc1,-3%
O=C(Nc1ncccc1O)c1ccc(S(=O)(=O)Nc2ccccc2)cc1,-10%
C[C@H]1CCC(=O)N([C@H](CC#N)Cc2ccccc2)CC1,4%
Cc1ccc(S(=O)(=O)N2CCN(C(=O)Cn3nc(C)c([N+](=O)[O-])c3C)CC2)cc1,4%
Cc1ccc(-c2cc(-c3ccccc3)nc(N(C)N)n2)cc1,-5%
COc1ccc(COC(=O)C2=C(C)NC(=O)NC2c2ccc(F)cc2)cc1 (configuration not stated),-9%
O=C(COC(=O)[C@H](Cc1ccccc1)NC(=O)c1ccco1)Nc1ccccc1,1%
CCCc1cc(=O)[nH]c2nnc(SCC(=O)NC3CCCCC3)n12,4%
NC(=O)c1ccccc1NC(=O)N1CCOCC1,-2%
Cc1ccc(SCC(=O)N/N=C/c2ccco2)cc1,6%
Cc1c(C)c2c(OCC(=O)NCc3cccnc3)cc3c(c2oc1=O)CCC(C)(C)O3,4%
C=CCn1nc2ccccc2c1OCCO,-4%
CC(C)(C)NC(=O)CSc1nc2cc(S(=O)(=O)N3CCCCC3)ccc2o1,-4%
CC(C)c1ccc(S(=O)(=O)N2CCN(C(=O)CN3C(=O)c4ccccc4C3=O)CC2)cc1,2%
Cc1c(NS(=O)(=O)c2cc(C(=O)N3CCCC(C)C3)ccc2Cl)c(=O)n(-c2ccccc2)n1C (configuration not stated),3%
O=C(Nc1nc2ccc(Cl)cc2s1)c1cccc(N2C(=O)CCC2=O)c1,-11%
CC(C)(C)c1ccc(O)c(N=Cc2cc3c(cc2[N+](=O)[O-])OCO3)c1,-2%[2.29 µM]
O=C(NN=C1CCCC1)c1cc(Cl)cc(Cl)c1O,-4%
O=C(COC(=O)CNC(=O)c1ccccc1F)NC12CC3CC(CC(C3)C1)C2,-6%
Cc1ccc(C(=O)Nc2cccc(S(=O)(=O)N3CCCC3)c2)o1,-7%
CS(=O)(=O)c1cccc(-c2nnc(NC(=O)CCS(=O)(=O)c3ccccc3)o2)c1,-4%
CCN(CC(=O)Nc1c(F)cccc1F)C(=O)CSCC(=O)Nc1cc(C)on1,-6%
NCCC(=O)N1c2ccccc2Sc2ccc(Cl)cc21,-8%
CCOC(=O)C(C)n1cnc2scc(-c3ccc(C)cc3)c2c1=O (configuration not stated),1%
# (next part)
SMILES,L3MBTL1 block
CN(CC(=O)Nc1ccccc1Br)C(=O)COc1cccc2c1OC(C)(C)C2,20%
C=CCC[C@@H](Cc1ccc(F)cc1)C(=O)OC[C@@H](Cc1c[nH]c2ccccc12)NC(=O)[C@@H](CC=C)CC(=O)N[C@@H](CO)Cc1ccccc1,-1%
Cc1ccccc1NC(=O)C1CCN(C(=O)N2CCOc3ccccc32)CC1,4%
Cc1c(C(=O)N(Cc2ccco2)Cc2cccs2)oc2ccccc12,0%
Cc1ccccc1-n1ccnc1SCC(=O)Nc1cccc(S(=O)(=O)NC2=NCCC2)c1,-6%
Cc1ccc[n+](CC(=O)Nc2ccc(Cl)c([N+](=O)[O-])c2)c1,24%
COc1cc(C(=O)Nc2ccn(C)n2)ccc1OC(F)F,-1%
CC(=O)c1cccc(NC(=O)C(C)OC(=O)c2ccc(Br)o2)c1 (configuration not stated),-5%
CCOC(=O)C1CCN(C(=O)c2cccc(S(=O)(=O)N3c4ccccc4CC3C)c2)CC1 (configuration not stated),2%
O=C(OCC(=O)N1CCCC1)c1cnc(Cl)c(Cl)c1,7%
CCOC(=O)N1CCN(C(=O)CSc2nc(=O)n3cc(C)ccc3n2)CC1,0%
Cc1cccc([C@@H](NC(=O)OC(C)(C)C)C(=O)OC(C)(C)C)c1,13%
CC(C)C[C@H](NC(=O)c1nc[nH]c1C(=O)NCCNC(=O)OC(C)(C)C)C(=O)CNCCNC(=O)c1[nH]cnc1C(=O)N[C@@H](C)C(=O)OC(C)(C)C,2%
CCOC(=O)C1=CN(Cc2cccc(-c3ccc4c(c3)OCO4)c2)S(=O)(=O)N(C)C1C (configuration not stated),2%
CCN(CC(=O)NCc1cccs1)C(=O)c1ccc(S(=O)(=O)N(CC)c2ccccc2)cc1,1%
CC(=O)c1ccccc1NC(=O)COC(=O)Cc1cccc(C(F)(F)F)c1,-4%
CC(OC(=O)Cn1ccccc1=O)C(=O)Nc1cc(Cl)cc(Cl)c1 (configuration not stated),5%
COc1ccc(CNC(=O)CCc2ccc(S(=O)(=O)N3CCCCCC3)cc2)cc1,-4%
COc1ccc(OC)c(CN2CCN(C(=O)c3cccc(S(=O)(=O)Nc4ccc(C)cc4)c3)CC2)c1,-18%
Cc1ccc(S(=O)(=O)N2CCCC2CNC(=O)C(=O)Nc2ccccc2)cc1 (configuration not stated),-4%

# A different layout for part of the listing above:
canonical_smiles | L3MBTL1 block
CC(=O)c1ccccc1NC(=O)COC(=O)Cc1cccc(C(F)(F)F)c1 | -4%
CCOC(=O)C1=CN(Cc2cccc(-c3ccc4c(c3)OCO4)c2)S(=O)(=O)N(C)C1C (configuration not stated) | 2%

# The listing continues.
SMILES,L3MBTL1 block
CC(=O)OC(C)[C@H]1CC[C@H]2[C@@H]3CC[C@H]4C[C@@H](OC(C)=O)CC[C@]4(C)C3=CC[C@]12C (some centres not stated),-5%
CCOC(=O)C1(Cc2ccccc2C)CCCN(C(=O)CN2CCCCC2=O)C1 (configuration not stated),7%
CCC(C)Sc1ccc([C@H]2N[C@@](CC(C)C)(C(=O)OC)[C@H]3C(=O)N(CC)C(=O)[C@@H]23)cc1 (some centres not stated),3%
CCc1ccc(Nc2n[n+](-c3ccccc3)c(-c3ccc(OCc4ccccc4)cc3)s2)cc1,-6%
CCN(C(=O)COC(=O)c1cccc(S(=O)(=O)NCc2ccccc2)c1)c1ccccc1,9%
Cc1cccc(NC(=O)CSCC(=O)N2CCCc3ccccc32)c1,2%
Cc1cc(Br)ccc1N=C1NC(=O)CS1,-10%
CN(CC(=O)Nc1ccccc1Br)C(=O)CNC(=O)C1CCCCC1,-1%
COc1ccccc1C(CNC(=O)c1cc(S(=O)(=O)N2CCOCC2)ccc1C)N1CCCC1 (configuration not stated),-5%
CCOc1ccccc1C(=S)NC1CCCCC1,-5%
O=C(Cn1cc(CNC(=O)C2CCCCC2)nn1)Nc1cc(C(F)(F)F)ccc1Cl,4%
NC(=O)C1CCN(C(=O)c2cccc3ccccc23)CC1,7%
O=S(=O)(Nc1ccc(S(=O)(=O)N2CCCC2)cc1)c1ccccc1Br,2%
CN(C)C1=NCCN1CCC1CCCC1,7%
Cc1nn(-c2ccccc2)c(C)c1NC(=O)COC(=O)C1CC(=O)N(CCc2ccccc2)C1 (configuration not stated),7%
COc1cccc(C2CC(=O)Nc3cc(OC)c(OC)cc32)c1 (configuration not stated),4%
C=CCN1C(=O)c2ccc(C(=O)N3CCN(S(=O)(=O)c4cccc([N+](=O)[O-])c4)CC3)cc2C1=O,-5%
CC(C)NC(=O)c1onc(CSc2ccc(F)cc2)c1C(=O)NC(C)C,8%
COC(=O)[C@]1(C)N[C@H](CN(C)C(=O)c2ccc(C(C)(C)C)cc2)[C@@H]2C(=O)N(C)C(=O)[C@@H]21,8%
CCC(=O)Nc1sc2c(c1C(N)=O)CCN(Cc1ccccc1)C2,7%
CCC(=NNC(=O)c1ccc2c(c1)nc(C)n2CC)c1cc(F)ccc1O,14%
CCc1ccccc1Nc1nc(N)nc(COC(=O)c2c(C)noc2C)n1,2%
O=C(Nn1cnnc1)c1cc(Cl)ccc1Cl,-5%
C[C@H](CO)N1C[C@H](C)[C@@H](CN(C)S(=O)(=O)c2ccc(F)cc2)Oc2ccc(NC(=O)Cc3ccccc3)cc2C1=O,-2%
C=CCSc1nnc(NC(=O)C2CC(=O)N(Cc3ccc(C)cc3)C2)s1 (configuration not stated),-3%
COc1cc(/C=C2\SC(=S)N(CC(=O)O)C2=O)ccc1OS(=O)(=O)c1ccc(C)cc1,-17%
COc1cc(C(=O)Nc2cccc(C)c2C)ccc1OCC(=O)N1CCOCC1,5%
Cc1ccc(CNC(=O)COC(=O)c2nc(-c3ccccc3)oc2C)cc1,-1%
CC(Sc1nnc(Cc2ccccc2)o1)C(=O)NC1(C#N)CCCCC1 (configuration not stated),1%
COc1ccc(C2NC(=O)N(C)C(C)=C2[N+](=O)[O-])cc1 (configuration not stated),4%
CC1(c2nnc(Cc3ccccc3)o2)CC(c2cccc([N+](=O)[O-])c2)=NO1 (configuration not stated),-6%
C#CCOCCOCCOCCNc1nc(N2CCN(C(=O)[C@H]([C@@H](C)O)n3cc(CCCCN)nn3)CC2)nc(N2CCN(C(=O)[C@H](CCCCN)n3cc(CCC(=O)O)nn3)CC2)n1,2%
CNC(=S)N(Cc1cc2cc(C)ccc2n2nnnc12)CC(C)(C)CN(C)C,3%
Cc1cc(C)nc(SC/C=C/c2ccccc2)n1,22%
CC1CCN(C(=O)CN2C(=O)NC3(CCC(C)CC3)C2=O)CC1 (configuration not stated),-2%
CCN1C(=O)[C@H]2[C@@H](c3ccc(-c4ccc5c(c4)OCO5)cc3)N3CCC[C@@]3(C(=O)OC)[C@H]2C1=O,8%

# Shown with tabs: five of the compounds above
canonical_smiles	L3MBTL1 block
CC1(c2nnc(Cc3ccccc3)o2)CC(c2cccc([N+](=O)[O-])c2)=NO1 (configuration not stated)	-6%
C#CCOCCOCCOCCNc1nc(N2CCN(C(=O)[C@H]([C@@H](C)O)n3cc(CCCCN)nn3)CC2)nc(N2CCN(C(=O)[C@H](CCCCN)n3cc(CCC(=O)O)nn3)CC2)n1	2%
CNC(=S)N(Cc1cc2cc(C)ccc2n2nnnc12)CC(C)(C)CN(C)C	3%
Cc1cc(C)nc(SC/C=C/c2ccccc2)n1	22%
CC1CCN(C(=O)CN2C(=O)NC3(CCC(C)CC3)C2=O)CC1 (configuration not stated)	-2%
